Vif-APOBEC3G blk = qHTS for Inhibitors of Vif-A3G Interactions: qHTS. AID 602310, 2012. Potency, µM (doses to about 46.1 µM), for inactives: at the top dose activity, negative = active, most hits filed as inhibitors. HeLa A3G-eYFP + Vif (tagged APOBEC3G with the HIV-1 protein that degrades it), YFP fluorescence, overnight. 0.076% of 410,000 active. DNA dC->dU-editing enzyme APOBEC-3G (Homo sapiens), Q9HC16;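 further: potency means the concentration at half of the fitted maximal effect; on the % scale 0 is the no-effect control and ±100 the full control effect; nearly all actives have a fitted effect of over 60% in size; hits raise eYFP signal because A3G escapes Vif-driven loss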
Target sequence (Q9HC16 whole entry, looked up): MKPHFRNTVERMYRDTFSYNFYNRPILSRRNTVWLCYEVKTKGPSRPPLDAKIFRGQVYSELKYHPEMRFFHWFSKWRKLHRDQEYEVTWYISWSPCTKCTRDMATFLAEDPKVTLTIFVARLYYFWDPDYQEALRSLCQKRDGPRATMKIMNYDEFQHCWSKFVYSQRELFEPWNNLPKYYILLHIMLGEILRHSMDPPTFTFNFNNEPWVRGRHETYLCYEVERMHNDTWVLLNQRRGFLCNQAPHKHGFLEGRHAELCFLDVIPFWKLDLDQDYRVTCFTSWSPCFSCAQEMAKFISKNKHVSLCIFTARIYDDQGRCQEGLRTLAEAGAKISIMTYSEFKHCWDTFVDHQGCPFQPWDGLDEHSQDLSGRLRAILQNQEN
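HeLa cells stably expressing Vif and C-terminally eYFP-tagged A3G, seeded overnight at 37 deg C, then exposed to compound by pintool overnight at 37 deg C. Rise in yellow fluorescence (Ex 488/Em 500-530, Acumen) marks blocked Vif-driven A3G degradation.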
RGS4 inh = Inhibitors of Regulator of G Protein Signaling (RGS) 4: qHTS; 0.039% of 390,000 active; Transcreener GDP fluorescence polarization, RGS4-accelerated GTP hydrolysis; Regulator of G-protein signaling 4 (Homo sapiens), P49798; Potency, µM (titrated, usually from 114 µM), for the others: top-dose activity change, negative = inhibition, hits mostly inhibitors; further: potency means the concentration at half of the fitted maximal effect; on the % scale 0 is the no-effect control and ±100 the full control effect; nearly all actives have a fitted effect of over 75% in size; some results filed as inactive show a strong effect at the top dose
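MLSMR compounds (23 nl, pin-transferred) preincubated 10 min at room temperature with a 500nM (2x) first reagent, then RGS4 at 900nM (2x) plus Transcreener GDP mix added; fluorescence polarization (620/688 nm) read before and after 90 min at 30 °C.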
Vif-APOBEC3F blk = qHTS for Inhibitors of Vif-A3F Interactions: qHTS | HeLa A3F-eYFP + Vif (tagged APOBEC3F with the HIV-1 protein that degrades it), YFP fluorescence increase | Potency, µM (doses to about 46.1 µM), without a hit: top-dose activity, negative = active | 0.2% of 390,000 active | AID 602313, 2012; further: potency means the concentration at half of the fitted maximal effect; % of control where 0% means no effect; nearly all actives have a fitted effect of over 65% in size
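HeLa cells stably expressing Vif plus C-terminally eYFP-tagged A3F were seeded, incubated overnight at 37 deg C, dosed with compound, incubated overnight again at 37 deg C. Yellow fluorescence (Ex 488/Em 500-530) reported blocked Vif-mediated A3F-eYFP degradation.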
USP1 inh = Inhibitors of USP1/UAF1: Primary Screen; recombinant USP1/UAF1, Ub-Rhodamine cleavage fluorescence; 0.23% of 390,000 active; Potency, µM (titrated, usually from 57.1 µM), inactives show top-dose activity change, negative = inhibition, hits mostly inhibitors; further: potency means the concentration at half of the fitted maximal effect; on the % scale 0 is the no-effect control and ±100 the full control effect; nearly all actives have a fitted effect of over 60% in size; inactives centre near -12
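Step one: compound is pinned into 1nM USP1/UAF1 in HEPES pH 7.8 buffer with TCEP. Step two: 15 min room-temperature incubation. Step three: Ub-Rho (150nM final) starts cleavage, tracked by fluorescence over six one-minute reads.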
GRP78 ERSR act = qHTS for Inducers of the Endoplasmic Reticulum Stress Response (ERSR) in Human Glioma: qHTS; U87-MG GRP78 promoter luciferase reporter, 16 h; Potency, µM, without a hit: top-dose activation, actives largely listed as activators; 0.02% of 420,000 active; AID 602332, 2012; further: potency means the concentration at half of the fitted maximal effect; series mostly up to about 76 µM; % of control where 0% means no effect; nearly all actives have a fitted effect of over 35% in size
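Stably transfected U87-MG glioma cells carrying a GRP78-based luciferase sensor; 16 h compound incubation. Luminescence end-point read 10 min after Bright-Glo addition at room temperature.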
rTrxR1 inhibitor = qHTS Assay for Inhibitors of Mammalian Selenoprotein Thioredoxin Reductase 1 (TrxR1): qHTS; Thioredoxin reductase 1, cytoplasmic (Rattus norvegicus), O89049; recombinant rTrxR1, NADPH fluorescence consumption, selenite substrate; Potency, µM (titrated, usually from 114 µM), inactives show top-dose activity change, negative = inhibition, most hits filed as inhibitors; 1% of 390,000 active; AID 588453, 2011; further: potency means the concentration at half of the fitted maximal effect; on the % scale 0 is the no-effect control and ±100 the full control effect; nearly all actives have a fitted effect of over 65% in size
Target sequence (O89049 whole entry, looked up): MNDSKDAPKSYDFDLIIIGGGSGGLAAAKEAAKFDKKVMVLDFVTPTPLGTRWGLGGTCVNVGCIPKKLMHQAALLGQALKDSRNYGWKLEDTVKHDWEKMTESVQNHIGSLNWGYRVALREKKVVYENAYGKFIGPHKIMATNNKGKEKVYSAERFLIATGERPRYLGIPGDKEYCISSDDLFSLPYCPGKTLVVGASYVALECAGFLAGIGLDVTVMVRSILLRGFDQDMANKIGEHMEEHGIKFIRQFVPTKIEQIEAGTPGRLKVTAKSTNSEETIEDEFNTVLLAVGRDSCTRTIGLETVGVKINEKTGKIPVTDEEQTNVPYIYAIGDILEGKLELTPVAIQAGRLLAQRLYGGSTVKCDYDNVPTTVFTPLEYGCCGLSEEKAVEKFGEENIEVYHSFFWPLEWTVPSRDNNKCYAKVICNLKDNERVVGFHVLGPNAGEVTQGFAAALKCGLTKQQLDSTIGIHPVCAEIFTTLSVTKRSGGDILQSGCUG
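Rat TrxR1 (90 nM in the dispensed reagent) was pre-reduced with 400 uM NADPH for 5 min at room temperature, then incubated with compound for 15 min. After 400 uM selenite was added, NADPH fluorescence (Ex 340/Em 450 nm) was followed for 8 min.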
TrxR1 substrate = qHTS Assay for Substrates of Mammalian Selenoprotein Thioredoxin Reductase 1 (TrxR1): qHTS | Thioredoxin reductase 1, cytoplasmic (Rattus norvegicus), O89049 | purified TrxR1 substrate turnover, NADPH consumption readout | Potency, µM (series often up to 114 µM), without a hit: at the top dose activity change, negative = substrate turnover | 0.01% of 390,000 active | AID 588456, 2011; further: potency means the concentration at half of the fitted maximal effect; on the % scale 0 is the no-effect control and ±100 the full control effect; nearly all actives have a fitted effect of over 50% in size
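Rat TrxR1, dispensed at 90 nM, was prereduced with 400 uM NADPH (final) for 5 min at ~22 deg C, then incubated with compound 15 min before 400 uM selenite. A first-read NADPH fluorescence drop versus no-compound background flagged substrates.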
LDHA block = qHTS assay for inhibitors of human lactate dehydrogenase | 0.15% of 480,000 active | purified LDHA, NADH/diaphorase-resazurin fluorescence; active compounds read low | activity change, % (values are at about 110 or 230 µM); in the data active means activity change below about -30%; inconclusive means mostly about -25% to -30%;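 further: plate controls were DMSO wells for no effect and wells without enzyme for full effect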
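LDH5 2 nM; NADH 0.06 mM, pyruvate 0.2 mM; 200 mM Tris pH 7.4, EDTA, Tween-20; 5 min RT. Detection: diaphorase 0.133 mg/mL + resazurin 37 µM, fluorescence ex540/em590 at 0 and 20 min; normalized to enzyme-free and DMSO wells.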
IDH1 R132H inh = qHTS for Inhibitors of mutant isocitrate dehydrogenase 1 (IDH1): qHTS; IDH1-R132H enzyme, NADPH consumption, diaphorase/resazurin fluorescence; Potency, µM (highest dose often 76.6 µM), inactives show top-dose activity change, negative = inhibition, most hits filed as inhibitors; 0.093% of 390,000 active; AID 602179, 2012; further: potency means the concentration at half of the fitted maximal effect; on the % scale 0 is the no-effect control and ±100 the full control effect; nearly all actives have a fitted effect of over 65% in size
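IDH1-R132H (0.5 ug/mL) preincubated 30 min with compound, then NADPH (0.016 mM) and alpha-KG (2 mM) added; 80 min at RT, pH 7.5. Remaining NADPH coupled via diaphorase/resazurin to fluorescence (540/590 nm); concentration-response curves normalized to no-enzyme control.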
The depositor's hits bear a star; ? = inconclusive; . = not tested or not shown; & = joins results of further samples; [ ] = remark or other dose. Unless noted, the call rests on the fitted dose curve; in most records, active means well fitted curve in the direction sought with a large enough effect; inconclusive means small, poorly fitted or top-dose-only effect, or another doubt; inactive means no such curve, though single readings can be large; an effect the other way counts as inactive or inconclusive. This is a subset; count on the stated rates, not on these rows.

structure	Vif-APOBEC3G blk	RGS4 inh	Vif-APOBEC3F blk	USP1 inh	GRP78 ERSR act	rTrxR1 inhibitor	TrxR1 substrate	LDHA block	IDH1 R132H inh
COc1ccc(NC(=O)Cc2nnc(SCC(=O)c3ccccc3)n2C)cc1	1%	17%	4%	-14%	6%	8%[57.1 µM]	-6%	-4	12%
COc1ccc(Cc2c(C)nn(-c3nc(C)c(C(=O)Nc4ccc(C)cc4C)s3)c2C)cc1	0%	11%	1%	-1%	8%	16%	5%	-2	-19%
CSc1ccc(/C=C2\C=Cc3ccc([N+](=O)[O-])cc32)cc1	-5%	.	.	.	0%	?	-8%	-1	.
CC(CCc1ccccc1)NC(=O)CSc1n[nH]c(-c2ccc(F)cc2)n1 (stereo not given)	4%	10%	5%	-20%	-4%	4%[57.1 µM]	-1%[57.1 µM]	10	6%
Cc1onc(-c2c(Cl)cccc2Cl)c1C(=O)ONC(=O)c1cc(C(F)(F)F)cc(C(F)(F)F)c1	0%	-5%	-5%	8%	-4%	-8%[57.1 µM]	5%[57.1 µM]	-1	0%
Cc1ccc2nc(C3CCCN3Cc3nc(CCC(C)C)no3)[nH]c2c1 (stereo not given)	-5%	10%	-9%	-33%	-1%	-22%	-10%	-3	8%
Cc1ccc(CSC2=Nc3ccccc3C3=NC(=O)CN23)cc1	2%	-43%[56.9 µM]	-1%	-24%	2%	9%	2%	-1	5%
Cc1nn(CC(=O)O)c2ccccc12	-4%	5%	-6%	-9%	-3%	17%	5%	-2	2%
O=C1NC(=O)C2(CCCC2)N1	-1%	22%	9%	-15%	-2%	9%[57.1 µM]	6%[57.1 µM]	-5	-1%
FC(F)(F)C(Oc1nc(Nc2ccc(Cl)cc2)nc(N2CCOCC2)n1)C(F)(F)F	6%	-9%	-21%	-16%	-4%	-16%	-10%	2	7%
Cc1ccc(N(Cc2cccs2)C(=O)Nc2cccc(Cl)c2)cc1	1%	6%	0%	11%	-4%	24%	-4%	-2	2%
CN(O)C(=O)Nc1ccc([N+](=O)[O-])cc1	0%	-26%	-27%	-8%	-4%	10%	-5%	1	6%

Reprinted from the part before: five compounds, then new ones.
structure	Vif-APOBEC3G blk	RGS4 inh	Vif-APOBEC3F blk	USP1 inh	GRP78 ERSR act	rTrxR1 inhibitor	TrxR1 substrate	LDHA block	IDH1 R132H inh
Cc1nn(CC(=O)O)c2ccccc12	-4%	5%	-6%	-9%	-3%	17%	5%	-2	2%
O=C1NC(=O)C2(CCCC2)N1	-1%	22%	9%	-15%	-2%	9%[57.1 µM]	6%[57.1 µM]	-5	-1%
FC(F)(F)C(Oc1nc(Nc2ccc(Cl)cc2)nc(N2CCOCC2)n1)C(F)(F)F	6%	-9%	-21%	-16%	-4%	-16%	-10%	2	7%
Cc1ccc(N(Cc2cccs2)C(=O)Nc2cccc(Cl)c2)cc1	1%	6%	0%	11%	-4%	24%	-4%	-2	2%
CN(O)C(=O)Nc1ccc([N+](=O)[O-])cc1	0%	-26%	-27%	-8%	-4%	10%	-5%	1	6%
CCN(CC)CCN(C)Cc1nc(C(c2ccccc2)c2ccccc2)no1	-2%	-5%	-5%	-4%	-3%	-4%	-5%	-13	-10%
COc1cc(/C=C(/C(=O)c2cccs2)c2nc3ccccc3[nH]2)ccc1O	10µM*	-15%	-15%	-18%	?	14µM*	-11%[57.1 µM]	15	-5%
Cc1cc(=O)n2c(n1)SCOC2	0%	-16%	-9%	-1%	0%	42%	13%	1	4%
COc1cc(O)c(C(CC(=O)N2CCN(c3ccccc3)CC2)c2ccc3c(c2)OCO3)c(OC)c1 (stereo not given)	-1%&-4%	2%&-18%	6%	?	-5%&-5%	12%&37%	-3%&9%	1	4%
COc1cccc(NC(=O)C/C(C)=N/NC(=O)C2CCCCC2)c1	0%	-8%	-5%	-23%	-1%	?	0%	-2	6%
CCCCc1cc(=O)oc2cc(OCC(=O)N(CC)CC)c(Cl)cc12	0%	-1%	0%	-3%	-2%	-8%	7%	-7	3%
Cn1c(C(=O)O)cc2cc(Oc3ccccc3)ccc21	1%	0%	0%	-3%	1%	3%	44%[activator]	-5	1%
O=C(/C=C/c1ccc(Cl)cc1Cl)Nc1ccncc1	-13%	-34%	-11%	-6%	-1%	5%	0%	4	5%
CC1(C)Cc2c(sc(NC(=O)C3CC(Cl)=CCC3C(=O)O)c2C#N)CO1 (stereo not given)	-2%	4%	5%	-7%	1%	-7%	-3%	-3	3%
C[C@]12CC[C@@H]3c4ccc(O)cc4CC[C@H]3[C@@H]1CCC2=O	-7%	-5%[56.9 µM]	3%	-18%	-2%&0%&-1%	-5%[57.1 µM]	0%[57.1 µM]	-3	-5%
Nc1cccc(Oc2cnccn2)c1	0%	20%	0%	-7%	-3%	16%	-2%	-1	-7%
OC(CNCCc1ccc(C(F)(F)F)cc1)COC(c1ccccc1)c1ccccc1 (stereo not given)	-4%	6%	1%	-12%	-17%	13%	-4%	-2	7%

Two compounds from above, reduced to IDH1 R132H inh and LDHA block:
| SMILES | IDH1 R132H inh | LDHA block |
| --- | --- | --- |
| Cc1cc(=O)n2c(n1)SCOC2 | 4% | 1 |
| COc1cc(O)c(C(CC(=O)N2CCN(c3ccccc3)CC2)c2ccc3c(c2)OCO3)c(OC)c1 (stereo not given) | 4% | 1 |

(listing goes on)
structure	Vif-APOBEC3G blk	RGS4 inh	Vif-APOBEC3F blk	USP1 inh	GRP78 ERSR act	rTrxR1 inhibitor	TrxR1 substrate	LDHA block	IDH1 R132H inh
O=C(Nc1ccc(F)c(F)c1)c1ccccc1	3%	4%	9%	-31%	7%	-10%[57.1 µM]	-1%[57.1 µM]	0	-4%
COc1ccc(-c2csc(NC(=O)CSc3n[nH]c(C)n3)n2)cc1	0%	12%	2%	-7%	6%	-8%	-15%	-2	2%
Cc1ccc(-c2cc(C)nc3ncnn23)cc1	-4%	-2%	0%	-14%	-6%	51%[activator]	45%[activator]	0	-1%
S=c1[nH]nc(Cc2ccc(Br)cc2)n1/N=C/c1ccc(Cl)cc1	-1%	?	-3%	-9%	2%	36%[57.1 µM]	13%[57.1 µM]	-5	15%
Cc1cc(O)c(C(c2ccccc2)N2CCCCC2)c(=O)n1Cc1ccco1 (stereo not given)	0%	-5%	6%	-3%	1%	-27%[57.1 µM]	5%[57.1 µM]	-2	9%
Cc1ccc(-c2cn3cccc(C)c3n2)cc1NS(=O)(=O)c1ccccc1	-2%	5%	-3%	-21%	3%	46%[activator]	20%	2	36%[activator]
Cc1n[nH]c(C)c1CCCCOc1ccc([N+](=O)[O-])cc1	2%	-4%	0%	-15%	-4%	8%	0%	1	-4%
C=CCOC(=O)C1=C[C@H](C2CC2)[C@@H](CCCO)[C@H](OCC)O1	3%	-14%	0%	-21%	-5%	2%	1%	-8	-7%
CCOC(=O)c1ccc(NC(=O)c2nn(CC)cc2Br)cc1	-3%	11%	1%	-11%	9%	-12%[57.1 µM]	-2%[57.1 µM]	-3	3%
Cc1noc(C)c1COC(=O)c1ccc(F)c(S(=O)(=O)N2CCCCC2)c1	-1%	-13%[56.9 µM]	4%	-13%	-1%	12%	-3%	-11	-5%
CC(C)C[C@H]1CN=C(Nc2ccccc2)N1CCc1ccc(F)cc1	1%	2%	2%	-14%	8%	13%	3%	-3	18%
COc1ccc(N2CCN(C(=S)Nc3ccc(F)cc3)CC2)cc1	1%	16%	-12%	-1%	-5%	-4%	-5%	-4	4%
COc1ccc(CCN(C)C(=O)c2cc(S(=O)(=O)NCc3ccccc3)ccc2C)cc1OC	0%	-12%	7%	-16%	0%	7%	17%[57.1 µM]	-2	4%
O=C(COc1ccccc1F)Nc1ccc(Cl)c(-c2nc3ccccc3[nH]2)c1	.	-1%	.	1%	.	13%	9%	-3	.
Cc1cccc(-n2cnc(C(=O)N/N=C/c3ccccc3)c2)n1	-6%	-15%	2%	-12%	-1%	17%[57.1 µM]	8%[57.1 µM]	-3	-1%
COc1cc(/C=C/C(=O)NCc2nc3ccccc3[nH]2)cc(OC)c1OC	-1%	5%	-6%	-5%	-1%	-10%	11%	-6	4%
